# NCOA2 inhibitor = inhibits human steroid receptor coactivator 2. 370,000 compounds, 0.17% hits. inhibition, % at 9 µM. Q15596. HEK293 GAL4-SRC2 luciferase reporter, luminescence. AID 651957;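 active = inhibition above the mean inhibition of all tested compounds plus 3 SD, set per campaign, cut at about 52% in these data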;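 note: 0% = DMSO treated cells and 100% = cells given Gossypol at 36 µM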
# NOD2-RIPK2 inh = NOD2-RIPK2 protein interaction inhibition; O43353; CHO BLA complementation NOD2-RIPK2, CCF4 ratio; inhibition, % at 4.98 µM; 360,000 compounds, 0.38% hits; in the data active = inhibition above about 21%;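 note: 0% = vehicle only and 100% = reference blocker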
# Target sequence (O43353 whole entry, looked up): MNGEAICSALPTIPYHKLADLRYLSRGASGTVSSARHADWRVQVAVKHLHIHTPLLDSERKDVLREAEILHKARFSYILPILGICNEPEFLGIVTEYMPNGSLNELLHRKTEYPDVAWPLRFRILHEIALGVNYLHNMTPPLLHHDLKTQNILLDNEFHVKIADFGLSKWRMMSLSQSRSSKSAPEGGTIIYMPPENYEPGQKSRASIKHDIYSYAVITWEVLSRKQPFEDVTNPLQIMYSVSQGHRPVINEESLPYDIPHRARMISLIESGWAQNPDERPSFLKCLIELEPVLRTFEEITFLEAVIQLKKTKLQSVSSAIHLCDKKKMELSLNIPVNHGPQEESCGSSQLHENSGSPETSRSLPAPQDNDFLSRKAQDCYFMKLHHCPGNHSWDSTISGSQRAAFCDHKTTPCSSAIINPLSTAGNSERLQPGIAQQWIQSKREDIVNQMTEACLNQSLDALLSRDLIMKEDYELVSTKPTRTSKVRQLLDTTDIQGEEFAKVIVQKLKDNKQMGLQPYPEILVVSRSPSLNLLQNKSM
# TLR9-MyD88 block = inhibitors of human TLR9-MyD88 binding | Q9NR96+Q99836 | CHO BLA complementation TLR9-MyD88, CCF4 FRET ratio | inhibition, % at 4.98 µM | 340,000 compounds, 0.21% hits | AID 504734;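 active = inhibition above the mean over all tested compounds plus 3 SD, cut at about 21% in these data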;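 note: 0% = DMSO only wells and 100% = clavulanate BLA inhibitor control wells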
# NR2F2 inh = NR2F2 (human) inhibition, primary screen. inhibition, % at 8.6 µM. HEK293T NGFI-A luciferase reporter, luminescence. 370,000 compounds, 0.7% hits;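 active = inhibition above a per-plate cutoff, mean inhibition of test wells between control levels plus 3 SD, cut at about 38% in these data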;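 note: cells cotransfected with COUP-TFII expression vector driving the NGFI-A reporter; 0% = median of COUP-TF2 test wells and 100% = reporter-only cells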
# Target sequence (P24468 whole entry, looked up): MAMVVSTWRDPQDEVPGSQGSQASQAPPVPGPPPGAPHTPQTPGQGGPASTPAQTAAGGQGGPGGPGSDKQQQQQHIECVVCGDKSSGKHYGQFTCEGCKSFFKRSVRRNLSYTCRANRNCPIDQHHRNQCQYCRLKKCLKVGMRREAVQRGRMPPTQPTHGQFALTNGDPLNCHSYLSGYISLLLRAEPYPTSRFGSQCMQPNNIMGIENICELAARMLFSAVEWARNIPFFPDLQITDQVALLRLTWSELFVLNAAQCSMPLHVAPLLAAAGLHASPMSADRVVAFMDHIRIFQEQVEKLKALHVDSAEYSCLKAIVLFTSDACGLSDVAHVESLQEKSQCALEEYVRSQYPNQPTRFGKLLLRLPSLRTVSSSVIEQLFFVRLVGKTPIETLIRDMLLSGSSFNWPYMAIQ
# NCOA1 inh = inhibits human SRC1 coactivator. Q15788. HEK293 GAL4-SRC1 luciferase reporter, luminescence. inhibition, % at 3.6 µM. 360,000 compounds, 0.12% hits. AID 588354;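 active = inhibition above the campaign mean plus 3 SD, with each screening campaign given its own cutoff, cut at about 60% in these data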;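 note: 0% = DMSO treated cells and 100% = gossypol at 36 µM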
# NCOA3 inh = human NCOA3 inhibition; Q9Y6Q9; HEK293 GAL4-SRC3 luciferase reporter, luminescence; inhibition, % at 3.6 µM; 360,000 compounds, 0.17% hits;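 active = inhibition above a per-campaign cutoff, the mean of all compounds plus 3 SD, cut at about 60% in these data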;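 note: 0% = DMSO-treated cells and 100% = gossypol-treated cells at 36 µM; higher means less SRC3-driven luciferase light from the GAL4 reporter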
# LRH-1 inv ag = inverse agonists of human LRH-1 (NR5A2). O00482. HEK293T StAR-luciferase reporter, LRH-1 transfected, 24 h. inhibition, % at 3.6 µM. 360,000 compounds, 0.13% hits;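 active = inhibition above the mean inhibition of all tested compounds plus 3 SD, cut at about 73% in these data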;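 note: 0% = DMSO wells and 100% = reporter-only cells lacking LRH-1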
# TROY signal inh = TROY signaling inhibition. inhibition, % at 10 µM. 360,000 compounds, 0.98% hits. Q293 LMP1-TROYcd NF-kB luciferase reporter, 4 h;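 active = compounds whose plate-normalised and pattern-corrected inhibition of the luciferase reporter signal at the single screening dose is 50% or more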
# TRAIL sens C8 = sensitizes caspase-8 expressing cells to TRAIL | NB7+C8 cells + TRAIL, ATPlite viability luminescence | inhibition (viability loss, TRAIL sensitization), % at 10 µM | 360,000 compounds, 1% hits;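 active = compounds causing at least 50% loss of cell viability in the single-dose screen, relative to plate controls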
# Vif inh = blocks HIV Vif function. HEK293T cells, Vif self-association by quenched fluorescence, imaging, 24 h. inhibition, % at 7.49 µM. 340,000 compounds, 0.35% hits; in the data active = inhibition above about 50%, passing the limit was not always enough; note: some results filed as inactive read as strong as hits
# EBV LMP1 NFkB = Epstein-Barr LMP1 NF-kappaB reporter inhibition | LMP1-induced NF-kappaB luciferase reporter cells, luminescence | inhibition, % at 12.5 µM | 350,000 compounds, 0.69% hits | AID 504558; in the data active = inhibition above about 41%;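 note: 0% = neutral control wells and 100% = reference inhibitor control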
# Active calls of the source: *; . = not tested or not shown; & = joins results of further samples. Not all compounds are listed; rates above refer to the full screens.
SMILES	NCOA2 inhibitor	NOD2-RIPK2 inh	TLR9-MyD88 block	NR2F2 inh	NCOA1 inh	NCOA3 inh	LRH-1 inv ag	TROY signal inh	TRAIL sens C8	Vif inh	EBV LMP1 NFkB
CCCCC(CC)C(=O)Nc1ccc(C#N)cc1 (centres undefined)	4	-3	0	1	-3	10	-13	-17	4	0	-6
O=c1cc(CSc2nnc(COc3ccccc3Cl)o2)nc2sccn12	-29	5	-4	6	-2	-5	-2	2	2	-3	5
Cc1ccc(-c2nc3ncccn3c2NC2CCCCC2)o1	-23	10	14	-17	3	8	-21	-14	-6	3	0
CCN1C(=O)/C(=C\N2CCN(c3cccc(Cl)c3)CC2)SC1=S	28	-4	-6	5	1	-9	-1	9	8	.	-9
O=C1c2ccccc2C(=O)N1OCCOCCOCCON1C(=O)c2ccccc2C1=O	-7	0	6	-1	0	4	8	6	11	-5	2
Cc1cc(C)c2nc(C(F)(F)F)nc(NCCCN3CCOCC3)c2c1	-4	-3	-13	12	-1	7	20	10	3	-7	-12
COc1ccc2oc3cc(C)[n+]([O-])c(-c4ccc(Cl)cc4)c3c2c1	16	-8	-5	22	12	10	8	6	28	2	14
CCOc1ccccc1N(C(=O)c1snc(C(N)=O)c1N)C(CC)C(=O)NC1CCCC1 (centres undefined)	-23	-4	-7	-3	4	-6	14	9	-15	-6	-2
CCOC(=O)c1c(C)n(CC(O)CN(CC)CC)c2cc(Br)c(OC)cc12 (centres undefined)	-8	4	-4	6	-10	21	12	-17	-14	3	-11
N#Cc1ccccc1NC(=O)CSc1n[nH]c(-c2ccco2)n1	-22	-2	-10	13	3	-2	24	6	-3	-4	4
O=C(Oc1nsnc1N1CCOCC1)c1ccccc1	7	-2	-5	-2	3	2	14	-3	-5	.	1
CSc1sc(C(=O)NNC(C)=O)c2c1C=CCC2	-5	-4	.	14	-17	13	-3	19	19	-3	.
Cc1sc2ncnc(OCc3nnc(-c4cccs4)o3)c2c1C	7	-12	-1	-11	-2	4	-17	1	-10	0	-13
CCCOC(=O)CN1C(=O)c2ccccc2C1=O	-13	-3	4	-4	1	2	-5	.	-1	2	5
O=C(CN1N=C(c2ccccc2)CCC1=O)NCc1ccccc1	12	-10	-4	23	-28	-22	7	-3	-5	-5	3
O=C(Nc1ccc(CN2CCOCC2)cc1)c1cccc(-c2cc3ccccc3oc2=O)c1	13	-2	-6	-17	1	-12	-5	12	-18	-2	-1
CCCCSc1nn[nH]n1	-7	-12	-7	2	4	12	19	5	-13	52*	-4
CC(C)Cn1c(SCC(=O)Nc2cccc(S(N)(=O)=O)c2)nc2ccccc2c1=O	3	-6	0	-3	-5	-7	14	20	-1	0	-4
CCC(CC)NC(=O)c1cccc(Oc2ccccc2)c1	6	-7	-5	22	-9	2	-16	-8	-3	-4	-19
CN(C)S(=O)(=O)c1cccc(NC(=O)CCc2nc3sc4c(c3c(=O)[nH]2)CCCC4)c1	21	-16	-10	8	-16	-36	4	36	8	-1	26
O=C(c1ccc(Cl)nc1)N1CCc2ccccc2C1	-1	0	7	-6	-9	10	-11	.	-3	19	-4
Cc1cccc(-n2ncc3c(N4CCOCC4)ncnc32)c1	19	-14	-1	20	-36	-26	-42	68*	84*	7	66*
N=C1/C(=C\c2ccc(OC(=O)c3ccco3)cc2)C(=O)N=C2SC=NN12	-22	-15	-5	-16	-9	24	9	19	0	-5	1
CCOC(=O)c1cnn(-c2ccccc2)c1-c1ccccc1	3	-10	2	22	-2	11	33	-6	13	-5	2
CC(C)C(OC(=O)/C=C/c1ccc2c(c1)OCO2)C(=O)NC(N)=O (centres undefined)	3	-9	8	7	-9	-8	16	39	-10	-5	-10
Cc1ccc(C(=O)N/C(=C/c2ccco2)C(=O)N2CCOCC2)cc1	6	-1	9	-17	18	5	-2	-12	-1	3	0
COc1ccc(Br)cc1C(=O)NC(=S)Nc1c(C)n(C)n(-c2ccccc2)c1=O	2	-6	-13	-5	-36	6	35	12	-11	-7	-7
CCCCCN(C(=O)CCCSc1nncs1)c1c(N)n(CCCC)c(=O)[nH]c1=O	-2	-4	6	15	9	17	-2	-19	-2	-9	3
CCc1ccc(NC(=O)COC(=O)/C(=C/c2ccccc2OC)c2ccccc2)cc1	-5	-4	-1	0	9	8	1	14	5	-9	8
COc1ccc(S(=O)(=O)N(C)C[C@H]2OCCCC[C@H](C)Oc3ccc(NC(=O)Nc4ccc(F)cc4)cc3C(=O)N([C@H](C)CO)C[C@H]2C)cc1	-27	-3	7	1	9	-31	-4	10	-7	.	3
Cc1ccc(C(=O)CCC(=O)OCC(=O)NNC(=O)c2ccc([N+](=O)[O-])cc2)cc1	-2	-10	5	9	11	13	10	-30	-15	-1	-3
COC1OC(c2ccccc2)=C(c2cnc(N)nc2)c2ccc(F)cc21 (centres undefined)	9	-13	.	8	.	.	3	2	-11	.	.
CCOc1ccc(/C=N/NC(=O)Cc2csc(Nc3cccc(C(F)(F)F)c3)n2)c(OCC)c1	-10	-5	-1	13	2	6	26	-8	-10	-10	-1
Oc1ccc(COCc2ccccc2)c2cccnc12	-35	-14	11	-1	0	-15	19	-1	20	4&-9	11
CCn1ncc(S(=O)(=O)NCc2ccco2)c1C	-22	-8	-9	-14	-38	11	13	5	5	-3	3
C=CCn1c(SCC(=O)Nc2ncc(Cc3ccc(C)c(Cl)c3)s2)nnc1-c1ccncc1	1	-5	-1	-11	-6	10	14	17	-4	-6	6
CCc1nn(C(C)C(=O)N2CCc3ccccc3C2)c(=O)c2cc3occc3n12 (centres undefined)	-6	-9	-6	10	2	2	2	5	-10	-26	-11
Oc1cccc(/C=N/Nc2cccc3cccnc23)c1	-49	-2	8	-66	-94	-76	-145	0	54*	-11	-81
CCCN(C)C1CN(Cc2cn(Cc3ccc(Cl)cc3)nn2)S(=O)(=O)C1 (centres undefined)	7	-17	.	-9	.	.	-23	-10	15	.	.
COc1ccc(/C=N/NC(=O)c2[nH]c3ccc(C)cc3c2-c2ccccc2)c(C(=O)O)c1OC	-8	-6	-3	9	-3	-5	0	-6	-10	-5	6
Clc1ccc(OCCSc2ncccn2)c2ccccc12	-32	9	-5	-27	4	-13	-38	-49	5	0	-19
Oc1ccc(Cl)cc1-c1cc(-c2ccccc2Cl)[nH]n1	-42	1	-3	-22	-42	-26	-10	-53	15	-2	-18
O=C(NS(=O)(=O)Nc1ccccc1)C1=C(N2CCCC2)COC1=O	-23	-7	-4	6	-16	6	-10	-27	-19	-3	0
Cc1ccc2c(CC(=O)NNC(=O)c3ccccc3)coc2c1	-12	-5	-6	-6	-10	-12	12	0	-1	1	-2
O=C(N/N=C/c1c[nH]c2ccc(Br)cc12)c1ccc2c(c1)OCO2	-46	-5	5	-5	-7	-1	-19	-7	-1	-5	5
CCn1cc([N+](=O)[O-])c(C(=O)N2N=C(c3ccc(O)c(OC)c3)CC2c2ccccc2O)n1 (centres undefined)	6	2	3	0	-10	-10	23	6	-10	0	7
CCOC(=O)Cc1nnc(NCc2ccccc2)c2ccccc12	10	4	1	10	4	-4	2	14	-12	-9	0
Cc1cccc2sc(N(CCCN(C)C)C(=O)c3ccco3)nc12	14	6	-2	-12	-53	-2	-8	6	0	-5	-2
COC(=O)c1sc(NC(=S)NC(=O)c2ccc(C)cc2)nc1C	1	9	-1	-13	-29	-7	-1	-32	3	2	-2
Cc1ccccc1OCC(=O)Nc1ccc(C(=O)Nc2ccccc2C(=O)O)cc1	-16	0	-3	3	-16	10	7	27	-3	-2	-3

# (next part)
SMILES	NCOA2 inhibitor	NOD2-RIPK2 inh	TLR9-MyD88 block	NR2F2 inh	NCOA1 inh	NCOA3 inh	LRH-1 inv ag	TROY signal inh	TRAIL sens C8	Vif inh	EBV LMP1 NFkB
COc1ccc(-c2nc3n(c2C)CCC3)cc1	-18	-9	-1	-1	-112	-39	-24	-34	7	-3	-1
Cc1ccccc1-n1c(=O)n(Cc2ccco2)c(=O)c2[nH]cnc21	-12	-5	-1	-24	-1	-16	12	11	-3	1	7
S=c1[nH]nc(-c2cc(-c3ccco3)[nH]n2)n1-c1cccc2ccccc12	5	-10	-2	-1	7	2	2	16	26	30	-21
O=C(Nc1ccc(F)c(F)c1)c1ccco1	-7	7	-6	-17	-16	-6	-17	-11	-3	21	-4
CC(OC(=O)c1ccc(Cl)cc1O)C(=O)NCCC1=CCCCC1 (centres undefined)	13	8	-7	6	2	-16	10	25	-2	12	-2
CCN(CC)S(=O)(=O)c1ccc(N/N=C/c2ccccc2OCC(=O)O)c([N+](=O)[O-])c1	7	-3	-6	19	-2	3	3	6	-4	3	7
O=C1c2ccccc2-c2ncnc3c(N4CCOCC4)cc(N4CCOCC4)c1c23	6	-9	-6	3	10	-4	-13	-16	44	-11	4
O=C(CCNC(=O)Cn1ccc2ccccc2c1=O)NCCc1ccc(Cl)cc1	-11	0	-5	7	5	1	6	13	-11	6	-3
CCCCNC(=O)CSc1nc2ccc(N3CCOCC3)cc2c(=O)n1CCc1ccccc1	-43	5	10	-2	-21	3	-9	-6	-5	-11	2
CCOC(=O)c1c(C)[nH]c(O)c1C=Nc1ccc(C(F)(F)F)cc1	-31	-1	6	15	-32	1	11	9	1	3	6
COc1ccc(C(CNC(=O)CNC(=O)c2cccc(C)c2)N2CCCCC2)cc1 (centres undefined)	-2	0	-11	-5	-5	16	-14	-15	-2	-3	-3
S=c1[nH]nc(NCCc2ccccc2)s1	-1	-3	2	9	-3	12	-16	-1	0	7	-32
COCC(=O)N1CCC(Oc2ccc(C(=O)NCc3cc(C)n(C)n3)cc2)CC1	-4	5	-1	12	-8	6	-1	-10	4	-6	0
Cc1nc(C)c(-c2csc(Nc3ccc(N)cc3)n2)s1	5	-5	-4	-3	-47	-16	9	11	17	-5	30
CCOc1ccc(C(=O)Nc2cccc(-c3nc4ccccc4[nH]3)c2C)cc1[N+](=O)[O-]	-30	-13	0	4	-7	10	-3	-20	10	-3	7
C=CCOc1ccc2c(c1)c(S(=O)(=O)c1ccc(C)cc1)cn2COC	7	-14	-7	5	1	12	12	4	-17	-2	5
Cc1ccc(NC(=O)c2ccc(C#CC3(O)CCCCC3)cc2)cc1C	8	-4	-6	6	-17	2	7	0	8	1	3
O=[N+]([O-])c1ccc(/C([O-])=C(/C(=S)Nc2ccccc2F)[n+]2ccccc2)cc1	-18	-5	-2	-8	-6	10	6	-52	-15	0	-3
COC(=O)c1ccc(C(=O)OC)c(NC(=O)COC(=O)CC2CC3CCC2C3)c1 (centres undefined)	16	0	4	-12	-8	5	8	5	-5	0	-6
O=c1cc(/C=C/c2ccccc2)oc2ccccc12	-43	6	-7	-35	-81	-90	-89	-30	16	-2	-32
CCOC(=O)/C=C1\Nc2ccccc2OC1=O	3	1	-2	6	7	8	5	-20	4	0	1
O=C(CCc1nnc2ccc(NCc3ccco3)nn12)Nc1cccc(F)c1	27	5	-3	-14	-9	-22	5	6	7	-1	-7
Cc1ccc([C@@H]2CC(=O)[C@@H]3CN(S(=O)(=O)c4ccc(C)cc4)[C@H](c4ccc(Cl)cc4)C[C@@H]3N2S(=O)(=O)c2ccc(Cl)cc2)cc1	20	-9	8	-12	3	6	4	-4	6	7	5

# Screening data as filed in PubChem.
